Assay outcomes: PubChem, National Center for Advancing Translational Sciences (NCATS)
FUS suppressor – FUS proteinopathy suppression in yeast | AID 1347120 | Potency, µM (highest dose often 76.6 µM), inactives show at the highest dose growth rescue (activation), usual class: activators | S. cerevisiae FUS-expressing, growth rescue, OD600, 24 h | 0.24% of 390,000 active;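 further: potency means the concentration at half of the fitted maximal effect; plate controls were DMSO vehicle for no effect and reference control for full effect; nearly all actives have a fitted effect of over 55% in size; some results filed as inactive show a strong effect at the top dose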
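Yeast FUS proteinopathy model; galactose-induced FUS (2%), starting OD 0.005. Cpds in dilution series, 24hr, 30C, 99% humidity. Abs 600 nm growth. Pos ctrl CP55940 (top 92uM final); neg ctrl DMSO.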
EPAC1 agonist – agonists of human EPAC1; EPAC1 agonist qHTS, biochemical assay; response scale: 100% = response to 6.5 mM cAMP; Potency, µM (doses to about 154 µM), for inactives: at the highest dose activation, most hits filed as activators; AID 720707; 0.073% of 360,000 active; further: potency means the concentration at half of the fitted maximal effect; nearly all actives have a fitted effect of over 60% in size
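EPAC1 100 nM, Rap1B–BODIPY-GDP 250 nM, unlabeled GDP 50 uM; compound titration; 5 min RT; kinetic read ex480/em540 at 5-min intervals ×30 min; data normalized to 6.5 mM cAMP agonist control.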
IL-2 act – activates IL-2 in a cell-based reporter assay | IL-2 activation reporter assay, cell-based qHTS; stimulated with anti-CD3/CD4/CD28 beads; in transgenic mouse T cells | activation, % (series mostly up to about 46 µM) | 0.065% of 360,000 active; in the data active means activation above about 50%; inconclusive means mostly about 30% to 49%; further: 0% is about no effect
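Unstimulated transgenic mouse T cells preincubated 60 min with compound, then stimulated with anti-CD3/anti-CD4-coated beads plus anti-CD28 for 18 h at 37 degrees C. IL-2 response read as EGFP and DsRed fluorescence by plate cytometry.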
EPAC1 antagonist – EPAC1 (human) antagonism; EPAC1 GEF assay, Rap1b-BODIPY-GDP exchange fluorescence; Potency, µM (series often up to 115 µM), without a hit: at the highest dose activity change, negative = inhibition, most hits filed as inhibitors; 0.14% of 360,000 active; AID 720709;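 further: potency means the concentration at half of the fitted maximal effect; plate controls were vehicle for no effect and positive control for full effect; nearly all actives have a fitted effect of over 50% in size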
PI5P4Ka inh – PI5P4K alpha (human) kinase inhibition. AID 652105. PI5P4Kalpha enzyme, ADP-Glo luminescence, 60 min; stronger effect = lower value. 1.2% of 330,000 active. max response, %. P48426; active means max response of -50% or lower; inconclusive means between -30% and -50%; inactive means -30% or higher; further: value at the top dose of about 77 µM; on the % scale 0 is the no-effect control and ±100 the full control effect
Target sequence (P48426 whole entry, looked up): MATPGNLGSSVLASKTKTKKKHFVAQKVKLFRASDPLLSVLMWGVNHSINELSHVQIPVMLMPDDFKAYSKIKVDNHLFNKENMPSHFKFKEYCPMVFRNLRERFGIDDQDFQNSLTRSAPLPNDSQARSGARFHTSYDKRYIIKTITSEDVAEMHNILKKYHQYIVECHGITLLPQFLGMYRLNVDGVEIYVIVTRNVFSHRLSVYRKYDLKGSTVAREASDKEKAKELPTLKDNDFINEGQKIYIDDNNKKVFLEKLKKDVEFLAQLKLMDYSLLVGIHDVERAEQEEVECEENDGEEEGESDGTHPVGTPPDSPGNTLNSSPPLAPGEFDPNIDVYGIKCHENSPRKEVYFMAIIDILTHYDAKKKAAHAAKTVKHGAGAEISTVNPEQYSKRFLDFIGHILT
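qHTS, 1536-well: enzyme/substrate mix, compound by pin tool, 5 microM ATP final; RT 60 min; ADP-Glo reagents 1 (45 min) then 2 (30 min); luminescence.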
WRN inhibitor – blocks human WRN helicase; WRN helicase unwinding, fluorescent forked duplex, kinetic; Potency, µM (titrated, usually from 114 µM), for inactives: at the highest dose activity change, negative = inhibition, most hits filed as inhibitors; 0.46% of 360,000 active; further: potency means the concentration at half of the fitted maximal effect; on the % scale 0 is the no-effect control and ±100 the full control effect; nearly all actives have a fitted effect of over 55% in size
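Primary qHTS, 1536-well format. 20 nM WRN + compound, 15 min RT; start with 100 nM forked fluorophore/quencher duplex, 2 mM ATP (final); kinetic read ex 525/em 598 nm.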
Abeta yeast res – compounds reversing amyloid beta toxicity in yeast; yeast expressing A-beta42, growth rescue, OD600, 48 h; response scale: 0% DMSO, 100% iron-clioquinol control; 0.063% of 410,000 active; AID 1347071; Potency, µM (top dose mostly 46.1 µM), inactives show at the highest dose growth rescue, usual class: activators; further: potency means the concentration at half of the fitted maximal effect; nearly all actives have a fitted effect of over 55% in size
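Yeast A-beta toxicity model in growth medium with pinned compounds, 48 h at 30 C; growth read as absorbance at 600 nm. Normalized to FeCl3/clioquinol equimolar mix (positive) and DMSO (negative).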
PLK1 PBD block – PLK1 (human) polo-box domain binding inhibition; P53350; Plk1 PBD binding of FITC phosphopeptide, fluorescence polarization; Potency, µM, for the others: max response, negative = inhibition, actives largely listed as inhibitors; 2.8% of 360,000 active; AID 720504; further: potency means the concentration at half of the fitted maximal effect; series mostly up to about 57 µM; on the % scale 0 is the no-effect control and ±100 the full control effect; nearly all actives have a fitted effect of over 65% in size
Target sequence (P53350 whole entry, looked up, the tested form may be a part): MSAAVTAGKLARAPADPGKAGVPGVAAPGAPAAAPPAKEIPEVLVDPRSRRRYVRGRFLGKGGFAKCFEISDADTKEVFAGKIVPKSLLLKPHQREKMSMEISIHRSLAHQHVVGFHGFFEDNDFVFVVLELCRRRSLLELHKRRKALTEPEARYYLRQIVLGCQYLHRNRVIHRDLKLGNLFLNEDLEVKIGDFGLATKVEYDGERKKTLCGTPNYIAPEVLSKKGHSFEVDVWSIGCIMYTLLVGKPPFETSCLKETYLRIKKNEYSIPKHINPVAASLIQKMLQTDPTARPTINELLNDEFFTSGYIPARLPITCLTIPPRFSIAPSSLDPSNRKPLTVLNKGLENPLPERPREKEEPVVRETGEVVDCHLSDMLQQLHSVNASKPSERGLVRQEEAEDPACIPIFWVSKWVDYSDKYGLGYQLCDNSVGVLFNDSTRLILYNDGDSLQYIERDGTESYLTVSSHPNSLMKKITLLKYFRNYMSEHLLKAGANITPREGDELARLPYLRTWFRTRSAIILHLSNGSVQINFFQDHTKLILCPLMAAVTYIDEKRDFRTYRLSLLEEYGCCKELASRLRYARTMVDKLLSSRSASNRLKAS
* marks the source's active call; other numbers are inactive results; ? = inconclusive; . = not tested or not shown; & = joins results of further samples; [ ] = remark or other dose. Unless noted, the call rests on the fitted dose curve; in most records, active means well fitted curve in the direction sought with a large enough effect; inconclusive means small, poorly fitted or top-dose-only effect, or another doubt; inactive means no such curve, though single readings can be large; an effect the other way counts as inactive or inconclusive.

nr	molecule	IL-2 act	PLK1 PBD block	EPAC1 antagonist	Abeta yeast res	EPAC1 agonist	FUS suppressor	WRN inhibitor	PI5P4Ka inh
1	O=c1c(-c2ccnn2-c2ccccc2F)cnc2n1CCS2	-0.9	3%	0%	-4%	0%	18%	-9%	0
2	NC(=O)CN(C/C=C/c1ccccc1)C/C=C/c1ccccc1	-0.1	-13%	-6%	-22%	10%	9%	11%	2
3	C=CCn1c(C)cc(C(=O)COC(=O)CCc2cc(OC)c(OC)c(OC)c2)c1C	-2.1	3%	-15%	3%	-1%	.	-8%	7
4	Cc1ccc2c(c1)N(CC(=O)NCc1cccnc1)C(=O)CO2	-1.8	-7%	-5%	7%	8%	?	0%	.
5	Cc1ccc(S(=O)(=O)NCCC(=O)NNC(=O)COc2ccc(Br)cc2)cc1C	0.1	-4%	-44%	-4%	-15%	1%	9%	0
6	O=C(Cn1nnc(-c2ccccc2F)n1)Nc1ccc(S(=O)(=O)NC2CCCC2)cc1	-3.3	3%	7%	-2%	3%	7%	-14%[57.1 µM]	.
7	N#CC1=C(N)N2C(=C(C#N)C1c1cccc(Br)c1)Nc1ccccc12 (stereo not drawn)	23	-17%	13%	-13%	5%	-8%	-3%	-8
8	Cc1ccc(CCNC(=O)C2CCC(=O)N2Cc2cccnc2)cc1 (stereo not drawn)	-0.4	-13%	-17%	8%	0%	1%	12%	5
9	CCOc1ccc(NC(=O)C2CCN(S(=O)(=O)c3cccnc3)CC2)cc1	-0.6	0%	8%	13%	4%	-3%	-9%	.
10	O=C(Cn1ccc(C(F)(F)F)n1)N/N=C/c1ccc2c(c1)OCO2	-0.6	-7%	-6%	-5%	-23%	.	-4%	6
11	CCN1CCN(c2oc(COc3ccc(Cl)cc3)nc2C#N)CC1	0.2	2%	7%	-2%	9%	3%	-4%	1
12	O=C(O)c1c[nH]c2ccc([N+](=O)[O-])cc2c1=O	-0.3	3%	1%	13%	10%	2%	-4%	2
13	CCCNC(=O)c1oc2ccc3c(c2c1C)C(O)CC(C)(C)O3 (stereo not drawn)	-1.9	7%	11%	-6%	-13%	-30%	-5%	6
14	Cc1nc(C(F)(F)F)ccc1C(=O)N1CCC1(C)C(=O)NS(=O)(=O)c1ccccc1 (stereo not drawn)	1.8	-5%	-4%	11%	1%	-10%	0%	8
15	COc1ccc(OCCSc2nc(-c3ccccc3)cc(=O)[nH]2)cc1	-0.1	-7%	-7%	1%	10%	-19%	-6%	-2

Next section; the last two above are carried over.
nr	molecule	IL-2 act	PLK1 PBD block	EPAC1 antagonist	Abeta yeast res	EPAC1 agonist	FUS suppressor	WRN inhibitor	PI5P4Ka inh
14	Cc1nc(C(F)(F)F)ccc1C(=O)N1CCC1(C)C(=O)NS(=O)(=O)c1ccccc1 (stereo not drawn)	1.8	-5%	-4%	11%	1%	-10%	0%	8
15	COc1ccc(OCCSc2nc(-c3ccccc3)cc(=O)[nH]2)cc1	-0.1	-7%	-7%	1%	10%	-19%	-6%	-2
16	COc1ccccc1NC(=O)CSc1nnc2ccc(-c3ccccn3)nn12	-4.0	-7%	-3%	-6%	3%	4%	-3%	12
17	O=C(Nc1ccc(S(=O)(=O)Nc2ncccn2)cc1)C1CC(=O)N(c2ccccc2)C1 (stereo not drawn)	-0.9	-8%	2%	0%	3%	16%	-3%	2
18	CCCCCn1c(SCC(=O)CC(=O)OCC)nc2cc(C(=O)N3CCC(C(N)=O)CC3)ccc2c1=O	2.7	-10%	5%	1%	5%	4%	2%	-4
19	CCN(CC)c1ncnc2sc3c(c12)CCC3	-0.1	-8%	-8%	-10%	7%	-9%	-22%	-3
20	COCCN(C(=O)COc1ccc(Cl)cc1)c1nnc(-c2cccnc2)s1	-0.1	-6%	4%	0%	-2%	8%	5%	2
21	CCN(CC)CCCNC(=O)C1CCC(CNS(=O)(=O)c2ccc(Cl)cc2)CC1 (stereo not drawn)	0.0	-2%	13%	2%	14%	-22%	0%	1
22	CN=CC1=C(O)c2ccccc2C1=O	-3.1	-1%	15%	12%	-8%	4%	0%	.
23	Cc1csc(Sc2nc3c(c(=O)[nH]c(=O)n3C)n2CCCc2ccccc2)n1	-0.2	2%	14%	14%	-3%	4%	8%	1
24	CN(C)CCNC(=O)C(c1ccccc1)c1ccccc1	-0.2	5%	2%	2%	-1%	4%	3%	3
25	Cc1noc(C)c1NC(=O)N(C)C[C@H]1Oc2ccc(NC(=O)CCN3CCOCC3)cc2C(=O)N([C@H](C)CO)C[C@@H]1C	0.2	-4%	10%	11%	0%	-1%	9%	10
26	CCOC(=O)c1cnn(CCOC(=O)C(C)(C)C)c1NC(=O)C(C)(C)C	-1.0	-4%	12%	3%	-10%	16%	-1%	.
27	O=C(Cn1nnc(-c2ccc(Cl)cc2)n1)N1CCN(C(=O)c2ccco2)CC1	0.4	7%	-2%	21%	-3%	21%	-6%	-2
28	CC[C@@]1(C(=O)OC)N[C@H](CN(C)C(=O)c2ccccc2)[C@@H]2C(=O)N(C)C(=O)[C@@H]21	-0.3	-6%	12%	-7%	6%	-31%	-2%	3
29	O=C(CNC(=S)NC(=O)c1ccccc1)c1ccccc1	-0.2	-16%	5%	-3%	17%	.	-14%	-3
30	CC(C)(C)NC(=O)NC(=O)COC(=O)c1nc(-c2ccccc2)n(-c2cccc(C(F)(F)F)c2)n1	0.7	0%	-16%	-9%	-2%	?	-9%	3
31	O=C(Nc1cccc(/C=C/c2ccccn2)c1)c1ccc(-n2cncn2)cc1	0.8	2%	2%	4%	-6%	6%	3%	-2
32	COc1ccc(OC)c(C2C(C(=O)c3cccs3)=C(O)C(=O)N2c2cc(C)on2)c1 (stereo not drawn)	-1.0	-3%	5%	2%	-3%	49%	4%	4
33	CCOc1ccc(OCC)c(NC(=O)C2CCCN(S(=O)(=O)c3ccc(C)cc3)C2)c1 (stereo not drawn)	-6.1	-16%	1%	-1%&-2%	8%	4%&1%	-5%	15
34	CCOc1cc(/C=C/c2cc(C(=O)O)c3ccccc3n2)ccc1OC	0.3	-8%	47%[activator]	3%	?	.	-3%	-8
35	CC(C)Oc1cccc(C(=O)C2CCCN(S(C)(=O)=O)C2)c1 (stereo not drawn)	-4.3	-1%	-14%	-3%	-9%	-28%	6%	4
36	COc1ccc(Cn2c(=O)[nH]c3cc(C(=O)N4CCN(c5ccccc5OC)CC4)ccc3c2=O)cc1	1.7	0%	-12%	14%	7%	?	-1%	-8
37	Cc1cccc(C(=O)NNC(=O)CCCCC(=O)NNC(=O)c2cccc(C)c2)c1	-5.4	-21%	-5%	-13%	-3%	13%	2%	18
38	CSc1ccc(S(=O)(=O)NCC(=O)OCC(=O)N(C)C2CCCCC2)cc1[N+](=O)[O-]	-3.7	-6%	-25%	3%	4%	-12%	4%	-1
39	COC(=O)CNC(=O)CSc1nc2sc(-c3ccccc3)cc2c(=O)n1-c1ccccc1	-0.5	-15%	8%	4%	10%	33%	-4%	-4
40	O=C(CC1SC2=NCCN2C1=O)Nc1ccc(Br)cc1 (stereo not drawn)	5.9	2%	4%	16%	5%	14%	-9%	.
41	Cc1ccc(C)c(S(=O)(=O)N2CCN(CC(=O)N3CCc4ccccc4C3)CC2)c1	-0.1	0%	-11%	-12%	0%	-19%	-13%	-1
42	CC(CNC(=O)[C@@H](Cc1ccccc1)NC(=O)CC[C@H]1O[C@@H](n2ccc(=O)[nH]c2=O)[C@H](O)[C@@H]1O)c1ccccc1 (stereo partly drawn)	0.4	-5%	-17%	-3%	8%	4%	-2%	0
43	CCOc1ccc(-c2c(C(=O)N/N=C/c3ccccc3)nnn2-c2nonc2N)cc1	-0.4	-19%	-5%	-15%	-6%	28%	3%	1
44	O=S(=O)(Cc1ccccc1)N=Nc1c(O)[nH]c2ccc(Br)cc12	-4.4	?	6%	13%	3%	24%	-24%	-7
45	CCCCOc1ccc(C(=O)N2CC(C)OC(C)C2)cc1 (stereo not drawn)	-0.4	-3%	1%	-6%	6%	-11%	-9%	.
46	CC(C)Sc1nc2ncnc(N)c2[nH]1	0.6	-13%	-22%	-9%	8%	16%	-4%	-1
47	CSc1ccccc1NC(=O)CSc1nnc(CNC(=O)c2ccccc2F)n1C	-0.9	1%	-23%	6%	0%	-20%	-3%[57.1 µM]	2
48	COC(=O)CSc1nc2ncccc2[nH]1	-2.9	0%	2%	0%	-3%	-13%	4%	.
49	CC(C)CNc1ncnc2c1ncn2[C@H]1CN(CCc2ccccc2)C[C@@H](CO)O1	-0.5	-4%	-2%	-3%	0%	6%	-2%	7
50	COc1cc(C(=O)Nc2ccccc2-c2nnn(CC(N)=O)n2)cc(OC)c1OC	1.7	2%	6%	26%	-2%	5%	-8%[57.1 µM]	7
51	CCOC(=O)C1(CCOc2ccccc2)CCN(Cc2cnc(SC)nc2)CC1	-0.4	-5%	11%	5%	1%	2%	3%	2
52	O=C(c1ccc2nc[nH]c2c1)N1CCN(c2cccc(Cl)c2)CC1	-2.8	-4%	9%	3%	9%	13%	-2%	?
53	COc1ccccc1N1C(=O)C(=O)N(C)C1=O	-0.5	-3%	-2%	16%	0%	-34%	-29%	-3
54	O=C(Nc1ccccc1)c1cccc2c(Br)cccc12	-1.1	-1%	-24%	-4%	-5%	-20%	4%	1
55	COc1ccc(C2C(C(=O)N3CCN(c4ccccc4F)CC3)c3ccccc3C(=O)N2C)cc1 (stereo not drawn)	1.8	-1%	3%	0%	-3%	22%	0%	0
56	Cn1c(SCc2ccc(Br)cc2)nnc1-c1ccccn1	-0.1	-7%	-2%	-18%	6%	19%	-7%	-1
57	CCOC(=O)c1c(C)[nH]c(C)c1S(=O)(=O)N(C)CC(=O)N1CCN(c2ccc(OC)cc2)CC1	0.5	-4%	-12%	.	5%	20%	-6%	-2
